Luciferase inh: inhibitors of firefly luciferase | purified firefly luciferase, luminescence, 8 min | P08659 | 72,000 tested, 2.2% active | Potency, µM (titrated, usually from 57.1 µM), inactives show top-dose activity change, negative = inhibition, actives largely listed as inhibitors; note: potency is the fitted concentration of half-maximal effect; % is set by controls: 0 for no effect and ±100 for the full control effect; nearly all actives have a fitted effect of over 40% in size
Target sequence (P08659 whole entry, looked up): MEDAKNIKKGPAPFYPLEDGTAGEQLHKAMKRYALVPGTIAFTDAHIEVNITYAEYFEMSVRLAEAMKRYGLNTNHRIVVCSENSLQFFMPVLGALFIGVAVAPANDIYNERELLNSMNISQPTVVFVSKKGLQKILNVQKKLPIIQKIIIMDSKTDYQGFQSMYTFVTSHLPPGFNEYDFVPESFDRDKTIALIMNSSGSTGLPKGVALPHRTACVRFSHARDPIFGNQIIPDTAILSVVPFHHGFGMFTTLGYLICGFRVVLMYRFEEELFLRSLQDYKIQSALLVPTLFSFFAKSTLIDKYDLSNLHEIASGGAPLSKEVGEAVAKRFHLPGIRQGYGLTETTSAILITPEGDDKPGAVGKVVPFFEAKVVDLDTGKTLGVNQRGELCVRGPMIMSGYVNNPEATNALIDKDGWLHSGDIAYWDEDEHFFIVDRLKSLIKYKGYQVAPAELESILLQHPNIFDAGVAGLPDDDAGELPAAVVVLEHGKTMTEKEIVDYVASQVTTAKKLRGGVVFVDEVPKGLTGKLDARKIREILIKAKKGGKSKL
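Luminescence read-out after 8 min at room temperature; enzyme reaction used luciferin plus 10 uM ATP (linear range) in imidazole buffer pH 7.2 with KCl, MgCl2, Tween 20 and BSA. Each sample was run as a titration.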
Tau filament bind: binders of human tau filaments. P10636. recombinant tau filaments, thioflavin S fluorescence, 15 h; filaments grown with octadecylsulfate alongside compound. Potency, µM (top dose mostly 57.1 µM), for inactives: at the highest dose activity change, negative = inhibition. 71,000 tested, 2% active. AID 596;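 note: potency is the fitted concentration of half-maximal effect; % is set by controls: 0 for no effect and ±100 for the full control effect; actives lower thioflavin S fluorescence by blocking filaments or displacing dye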
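Assay mix: 1 uM His-tagged tau, 30 uM sodium octadecylsulfate, thioflavine S dye in HEPES/NaCl/DTT buffer. Compound is added prior to the inducer. Fluorescence after 15 h at 37 C.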
Pol III holo inh: inhibitors of bacterial DNA polymerase III holoenzyme. reconstituted DNA polymerase III holoenzyme replication, biochemical. Potency, µM (top dose mostly 57.1 µM), inactives show at the top dose activity change, negative = inhibition. 71,000 tested, 0.25% active; note: potency is the fitted concentration of half-maximal effect; % is set by controls: 0 for no effect and ±100 for the full control effect
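Reconstituted *E. coli* holoenzyme (0.35 nM Pol III, 1 nM beta, 154 nM SSB, 2 nM primase) was preincubated with compound for 15 min at RT. Synthesis on 1.4 nM ssM13Gori ran 35 min, then was stopped with PicoGreen/EDTA and read as dsDNA fluorescence.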
Hsp90 Hop PPI: changes Hsp90-Hop TPR2A binding signal, up or down; AlphaScreen TPR2A-His6 binding biotin-Hsp90 C-terminal peptide; Potency, µM (doses to about 57 µM), inactives show top-dose activity change, negative = inhibition; 71,000 tested, 0.44% active; AID 595; active = well fitted curve in either direction with a large enough effect; inconclusive = small, poorly fitted or top-dose-only effect, or another doubt; note: potency is the fitted concentration of half-maximal effect; % is set by controls: 0 for no effect and ±100 for the full control effect; many of its hits are not listed in these tables
CRE Fsk mod: CRE-bla signaling modulation under forskolin stimulation; CHO CRE-bla reporter (cAMP response element driving beta-lactamase), forskolin EC10, beta-lactamase ratio; Potency, µM (series often up to 38.2 µM), for inactives: top-dose activity change, negative = inhibition, most hits filed as activators; 71,000 tested, 2.5% active; AID 662; active = well fitted activation curve with a large enough effect in the signal ratio, with a control signal flat, not every such curve was filed as active; inconclusive = small, poorly fitted or top-dose-only effect, or effect the other way, or a change in a side signal; the % refers to the signal ratio; note: potency is the fitted concentration of half-maximal effect; % of control where 0% means no effect
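Beta-lactamase reporter under a cAMP responsive element in CHO cells; compounds tested in titration series against EC10 NKH 477, 3 h at 37 °C. Read-out: CCF4 FRET ratio 460nm/530nm (excitation 405nm) giving %Activity, fitted to AC50.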
Epigenetic mod: derepresses silenced GFP locus in mouse C127i cells | mouse C127i GFP locus derepression, cytometry, 30 h | Potency, µM (doses to about 46.1 µM), inactives show at the top dose GFP derepression (activation) | 68,000 tested, 0.09% active | AID 597; note: % of control where 0% means no effect
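Murine C127i mammary cells carrying a silenced, stably integrated CMV-driven GFP reporter were treated with compound for 30 hours at 37 C. After PBS washes, GFP-positive cells were counted by laser-scanning microplate cytometry.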
Ub-GFP proteasome: ubiquitin-GFP accumulation via proteasome inhibition | Ubiquitin-GFP reporter cells, proteasome inhibition, GFP fluorescence; response scale: untreated = 0%, 10 µM MG-132 = 100% | Potency, µM (doses to about 45.9 µM), inactives show top-dose activation (GFP accumulation), usual class: activators | 67,000 tested, under 10 active | AID 526; active = well fitted activation curve with a large enough effect, not every such curve was filed as active; inconclusive = small, poorly fitted or top-dose-only effect, or another doubt; inactive = no such curve, though single readings can be large or run the other way; note: potency is the fitted concentration of half-maximal effect
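U2OS Ub(G76V)-GFP reporter; O/N plating, 0.5% FBS; cpd 46 uM–2.9 nM, 4 h, 37 °C; GFP+ cell count, 488/515 nm; norm. to basal vs 10 uM MG-132; CRC fit.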
ALOX15 inhib: blocks human 15-lipoxygenase activity | purified 15hLO-1, xylenol orange hydroperoxide absorbance | Potency, µM (top dose mostly 57.1 µM), for inactives: at the top dose activity change, negative = inhibition, most hits filed as inhibitors | 74,000 tested, 1.4% active | AID 887; note: potency is the fitted concentration of half-maximal effect; % is set by controls: 0 for no effect and ±100 for the full control effect; nearly all actives have a fitted effect of over 55% in size
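Purified human 15hLO-1 (40 nM) in 25 mM Hepes pH 7.5, 0.01% Triton X-100, preincubated 15 min RT with compound, then 50 uM arachidonic acid for 6 min. Hydroperoxide read by ferrous/xylenol orange, 30 min; 573/405 nm absorbance ratio gave progress.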
HBB splice mod: hemoglobin beta splicing modulation. HBB splicing reporter cell assay, activation; EGFP reporter with mutant IVS2-654 intron; response scale: normalised to 500 nM splice-correcting PNA. Potency, µM (doses to about 46.1 µM), inactives show at the highest dose activation, hits mostly activators. 65,000 tested, 0.06% active; note: potency is the fitted concentration of half-maximal effect; 0% is about no effect
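Compounds were applied for 2 days to HeLa EGFP-654 cells, 500/well in Optimem with 2% FCS. The reporter's EGFP is disrupted by mis-splicing of beta-globin intron IVS2-654. Readout: summed well GFP fluorescence from 488 nm laser scanning; reference was 500 nM antisense […] 654 PNA.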
ERK AVP block: vasopressin-driven ERK pathway inhibition; HEK293-V1b, vasopressin-stimulated pERK AlphaScreen; Potency, µM (top dose mostly 57.5 µM), inactives show top-dose activity, negative = inhibition, usual class: inhibitors; 72,000 tested, 0.99% active; AID 995; note: potency is the fitted concentration of half-maximal effect; % is set by controls: 0 for no effect and ±100 for the full control effect; nearly all actives have a fitted effect of over 55% in size
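HEK293 cells stably expressing V1b receptor, seeded overnight in 1% FBS, were treated with compounds for 30 min at 37C, then stimulated 5 min with 25 nM vasopressin; phospho-ERK read by AlphaScreen SureFire after lysis.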
HADH2 inhib: HADH2 (human) dehydrogenase inhibition; Q99714; recombinant HADH2, NADH fluorescence, beta-hydroxybutyryl-CoA; Potency, µM (series often up to 57.1 µM), for inactives: at the highest dose activity change, negative = inhibition, actives largely listed as inhibitors; 73,000 tested, 3.4% active; AID 886; note: potency is the fitted concentration of half-maximal effect; % is set by controls: 0 for no effect and ±100 for the full control effect; nearly all actives have a fitted effect of over 60% in size; many of its hits are not listed in these tables
Target sequence (Q99714 whole entry, looked up, one chain of several): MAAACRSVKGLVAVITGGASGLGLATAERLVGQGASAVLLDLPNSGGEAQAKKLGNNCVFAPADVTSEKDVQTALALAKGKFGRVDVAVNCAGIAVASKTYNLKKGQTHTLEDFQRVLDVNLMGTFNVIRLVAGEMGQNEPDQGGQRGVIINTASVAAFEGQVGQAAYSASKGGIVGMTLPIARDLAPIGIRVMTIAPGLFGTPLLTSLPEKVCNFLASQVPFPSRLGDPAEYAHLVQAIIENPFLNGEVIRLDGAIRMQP
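E. coli-expressed His-tagged HADH2 tested at 20 nM in alkaline Tris buffer (pH 9.0); oxidation of 90 uM beta-hydroxybutyryl-CoA with 1 mM NAD+ tracked fluorimetrically for 4 min.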
Starred values were filed as active, the others as inactive; u = inconclusive; x = not tested or not shown; [ ] = remark or other dose. Unless noted, calls come from the whole dose curve; as a rule, active = well fitted curve in the direction sought with a large enough effect; inconclusive = small, poorly fitted or top-dose-only effect, or another doubt; inactive = no such curve, though single readings can be large; an effect the other way counts as inactive or inconclusive.

Structure	Pol III holo inh	ALOX15 inhib	Luciferase inh	Ub-GFP proteasome	HADH2 inhib	ERK AVP block	Epigenetic mod	Tau filament bind	Hsp90 Hop PPI	HBB splice mod	CRE Fsk mod
CN1C[C@H](C(=O)N[C@@]2(C)O[C@@]3(O)[C@H]4CCCN4C(=O)[C@@H](Cc4ccccc4)N3C2=O)C=C2c3cccc4[nH]cc(c34)C[C@@H]21	-5%[11.4 µM]	-16%[11.4 µM]	0%[11.4 µM]	-1%[9.17 µM]	-5%[11.4 µM]	8%[11.5 µM]	2%[9.22 µM]	189%[11.4 µM]	-12%[11 µM]	3.3%[9.22 µM]	-13%[7.6 µM]
Clc1cccc(SC2CCNCC2)n1	0%	0%[25.6 µM]	-2%	0%	7%	7%	0%	u	-7%	x	u
CC(C)Oc1cccnc1N(C)C1CCN(Cc2ccccc2)CC1	-1%	-19%	-2%	0%	16%	8%	-2%	-5%	-14%	2.3%	u
Cc1ccc(-c2nc3ccccc3c(=O)n2-n2cccc2)cc1	-2%	0%	2%	17%	9%	-27%	2%	118%	-3%	1.2%	0%
Clc1cc(Cl)c(Cl)c(Cl)c1	-2%	-1%	x	x	2%	2%	x	13%	-5%	0.6%	2%
O=P1(NCc2ccco2)COc2ccccc2OC1	1%	11%	1%	-1%	-4%	-1%	4%	8%	-4%	1.8%[0.369 µM]	u
[N-]=[N+]=[N-]	-4%	1%	x	x	0%	21%	x	8%	-1%	0.3%	-5%
CN(C)C(=O)Nc1ccc(Cl)cc1	0%	-3%	x	x	0%	12%	x	-1%	0%	0.5%	-2%
CCC(=O)N1CC(=O)Nc2ccc(Cl)cc2C1c1ccc(F)cc1 (stereo not given)	-1%	3%	1%	-5%	0%	21%	0%	7%	-3%	-1.0%	-17%
CN1CCC(O)(c2ccccc2)C(C(=O)c2ccccc2)C1 (stereo not given)	-3%	-5%	-2%	-5%	26%	1%	4%	-7%	-4%	-1.8%	-1%
OC12CCCCC1C(c1ccccc1)NCC2 (stereo not given)	u	-12%	2%	1%	12%	-1%	0%	-4%	-1%	0.0%[57.5 µM]	-7%
CN1CCC2=C[C@H](O)[C@@H]3OC(=O)c4cc5c(cc4[C@H]3[C@H]21)OCO5	-4%[25.6 µM]	9%[25.6 µM]	1%[25.5 µM]	-4%[20.5 µM]	-7%[25.6 µM]	-9%[25.7 µM]	2%[20.6 µM]	5%[25.6 µM]	0%[26 µM]	-0.1%[20.6 µM]	8%[17.1 µM]
COc1ccccc1N1CCN(Cc2ccc(Br)s2)CC1	-1%[11.4 µM]	-11%[11.4 µM]	2%	-9%[9.17 µM]	3%[11.4 µM]	u	2%	-12%[11.4 µM]	11%[11 µM]	-0.8%[0.0738 µM]	u
Cc1cccc(C)c1N	-10%	-1%	x	x	-1%	20%	x	8%	0%	-1.5%	3%
Nc1ccc([N+](=O)[O-])cc1	-3%	-1%	x	x	-6%	-6%	x	3%	2%	-1.2%	1%
O=C(O)C[C@H]1OCC=C2CN3CC[C@@]45C6=CC(=O)C(=O)C([N+](=O)[O-])=C6N[C@H]4[C@H]1[C@H]2C[C@@H]35	-10%[11.4 µM]	-9%[11.4 µM]	-3%[11.4 µM]	11%[9.17 µM]	-12%[11.4 µM]	0%[11.5 µM]	-5%[9.22 µM]	6%[11.4 µM]	-6%[11 µM]	0.9%[9.22 µM]	27%[7.6 µM]
Cc1ccc(C(=O)Nc2nc3ccccc3n2CCN2CCCC2)cc1	-1%	4%	13µM*	1%	20%	u	2%	174%	-13%	-1.4%	-7%
CC(C)(C)[C@@]1(O)C[C@@H]2OC(=O)C[C@@]23C(=O)O[C@H]2OC(=O)[C@@H](O)[C@]231	-3%	x	1%[11.4 µM]	2%	2%	x	-2%[9.22 µM]	u	1%	x	u
O=S(=O)(O)F	7%	-22%	x	x	-11%	23%	x	2%	u	0.6%	-10%
CCCCNC(=O)n1c(NC(=O)OC)nc2ccccc21	0%	-5%	x	x	3%	8%	x	8%	0%	-0.3%	-16%
Cc1cc(OCC(=O)NC2CCS(=O)(=O)C2)c2c3c(c(=O)oc2c1)CCC3 (stereo not given)	-2%	12%	0%	15%	32µM*	-15%	-2%	6%	0%	0.1%	3%
CN1CCN(c2ccc(N)c(N3CCN(C)CC3)c2)CC1	-18%	-7%	-7%	-7%	-5%	u	3%	20µM*	5%	x	-1%
C/C=C1\C[N@@+]2(C)CC[C@@]34C(=C(C=O)[C@H]1C[C@H]32)Nc1ccccc14	-3%[25.6 µM]	-12%[25.6 µM]	-3%[25.5 µM]	1%[20.5 µM]	0%[25.6 µM]	13%[25.7 µM]	0%[20.6 µM]	0%[25.6 µM]	-1%[26 µM]	-0.3%[20.6 µM]	-2%[17.1 µM]
CCN1CCN(C(=O)COc2ccc(S(=O)(=O)N(C)Cc3ccccc3)cc2)CC1	-1%	2%	-4%	1%	19%	-24%	-4%	9%	-2%	1.0%	-7%
O=C(NCC(c1cccnc1)N1CCN(c2ccc(F)cc2)CC1)Oc1ccccc1 (stereo not given)	-1%	17%	-2%	7%	9%	-3%	-1%	-3%	-17%	-3.1%	u
S=P(C1CCCCC1)(C1CCCCC1)[C@H](c1cccnc1)N1CCCC1	-6%[11.4 µM]	0%[11.4 µM]	3%[11.4 µM]	-8%[9.17 µM]	1%[11.4 µM]	11%[11.5 µM]	2%[9.22 µM]	5%[11.4 µM]	-3%[11 µM]	0.3%[9.22 µM]	4%[7.6 µM]
Cc1ccc(C(=O)C2CN3CCC2CC3)cc1 (stereo not given)	4%	12%	2%	-2%	-2%	-8%	-4%	-26%	2%	-1.8%[57.5 µM]	-5%
O=C(O)[C@H]1[C@H]2CN[C@H](C(=O)O)[C@H]21	-4%	-1%[25.6 µM]	1%	5%	10%	-13%	0%	3%	-3%	x	8%
CC(=O)[O-].CC(=O)[O-].CC(=O)[O-].[Cr+3]	-5%	0%	x	x	-1%	2%	x	13µM*	1%	2.0%	-9%
COCc1c(CN)cnc(C)c1N	-5%	3%	0%	4%	-3%	16%	2%	-16%	-3%	x	0%
COc1ccc(CCN(C)Cc2ccncc2)cc1OC	0%	-4%	3%	3%	10%	-14%	2%	5%	-1%	0.1%	16%
CCOC(=O)N(CC)c1ccc(C(O)(C(=O)OC)C(F)(F)F)cc1 (stereo not given)	-2%	10%	0%	-4%	10%	-4%	-3%	1%	-1%	0.5%	20%
C=C[C@@H]1CN2CC[C@@H]1C[C@H]2[C@H](O)c1ccnc2ccccc12	-5%	x	2%[11.4 µM]	-2%	16%	x	-2%[9.22 µM]	u	4%	x	-13%
O=NN(CCO)CCO	-1%	0%	x	x	-4%	3%	x	5%	0%	0.2%	2%
CCCc1cc2c(n1Cc1cccc(Cl)c1)C(C)C1CN(C(=O)c3ccccc3)C(C)(C(=O)OC)C21 (stereo not given)	-2%	x	x	x	12%	25%	x	-3%	-3%	-1.4%	-24%
Cc1cccc(-n2c(CN3C(=O)c4ccccc4C3=O)nc3ccccc3c2=O)n1	-5%	3%	4%	3%	5%	12%	2%	-3%	0%	-1.1%	-5%
O=C1c2ccccc2C(=O)N1SC1CCCCC1	-6%	u	-15%	4%	2µM*	6%	3%	-1%	-7%	0.3%[57.5 µM]	-9%
CSC1=NP(=S)(SC)N(C)c2nc3n(c21)CCC3 (stereo not given)	0%	-6%	2%	1%	-1%	16µM*	4%	3%	-4%	4.0%[0.369 µM]	17%
Ic1ccccc1CN[C@@H]1C2CCN(CC2)[C@H]1C(c1ccccc1)c1ccccc1	-2%	24%	1%	3%	18%	17%	-1%	50%	-10%	0.4%	-4%

Screening data deposited in PubChem BioAssay by National Center for Advancing Translational Sciences (NCATS).

Some of the compounds tested; count on the stated rates, not on these rows.
